Screens: PubChem BioAssay, National Center for Advancing Translational Sciences (NCATS)
12-LOX inh: Primary qHTS assay for inhibitors of human arachidonate 12S-lipoxygenase (ALOX12): Round 2; purified 12hLO, xylenol orange hydroperoxide absorbance; Potency, µM (highest dose often 108 µM), without a hit: at the highest dose activity change, negative = inhibition, most hits filed as inhibitors; 580,000 compounds, 1.1% hits; AID 1671190, 2021; active = well fitted inhibition curve with a large enough effect; inconclusive = small, poorly fitted or top-dose-only effect, or another doubt; inactive = no such curve, though single readings can be large or run the other way
Target sequence (P18054 whole entry, looked up): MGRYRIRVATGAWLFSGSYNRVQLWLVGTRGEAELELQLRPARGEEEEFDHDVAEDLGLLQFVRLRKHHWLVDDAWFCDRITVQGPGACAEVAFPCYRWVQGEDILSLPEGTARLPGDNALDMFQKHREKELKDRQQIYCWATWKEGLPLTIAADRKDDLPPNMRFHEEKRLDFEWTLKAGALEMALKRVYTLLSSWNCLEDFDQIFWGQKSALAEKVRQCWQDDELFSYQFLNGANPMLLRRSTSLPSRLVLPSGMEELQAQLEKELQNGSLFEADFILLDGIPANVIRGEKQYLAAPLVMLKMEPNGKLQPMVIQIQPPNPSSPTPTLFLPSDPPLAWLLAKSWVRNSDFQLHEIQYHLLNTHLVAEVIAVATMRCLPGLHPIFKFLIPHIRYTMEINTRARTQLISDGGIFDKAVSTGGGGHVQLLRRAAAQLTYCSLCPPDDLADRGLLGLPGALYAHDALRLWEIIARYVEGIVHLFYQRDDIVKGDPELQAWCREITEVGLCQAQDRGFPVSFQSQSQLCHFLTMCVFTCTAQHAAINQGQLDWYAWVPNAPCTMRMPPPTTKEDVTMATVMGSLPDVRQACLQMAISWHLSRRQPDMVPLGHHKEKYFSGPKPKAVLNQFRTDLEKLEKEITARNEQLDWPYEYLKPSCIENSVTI
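Hydroperoxide product was detected by ferrous iron/xylenol orange as the 573 to 405 nm absorbance ratio. Arachidonic acid at 40 uM (final) was turned over for 30 min at room temperature by 150 nM human 12hLO, pH 7.0 Hepes buffer, after 15 min compound preincubation.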
An asterisk follows results filed as active; ? = inconclusive; [ ] = another dose, or the depositor's remark. % is scaled to controls: 0 for no effect and ±100 for the full control effect; potency is read from the fitted curve at half-maximal effect.

Molecule	12-LOX inh
CC1(C(=O)NCc2ccccc2)CSCC(=O)N1CCc1c[nH]c2ccccc12 (stereo not drawn)	-30%
CC1CCc2sc(C(=O)OCC(=O)NCCC3=CCCCC3)cc2C1 (stereo not drawn)	?
COc1ccc(CN2CCNC(=O)C2CC(=O)NCc2ccncc2)cc1OC (stereo not drawn)	76%[activator]
COCCNC(=O)CN(C(=O)CCC(=O)Nc1ccccn1)c1ccc(F)c(Cl)c1	-4%
CCCCNC(=O)c1sc2ncnc(NCC3CCCO3)c2c1C (stereo not drawn)	8%
CCC(CC)NC(=O)Cc1nn(C)c(=O)c2ccccc12	1%
COCC(=O)NC[C@H]1O[C@@H](CO)[C@@H](O)[C@H]1N1CCOCC1	-9%[176 µM]
O=C(c1ccsc1)N1CC(c2nnc(-c3ccncc3)o2)C2(CCOCC2)C1 (stereo not drawn)	12%
CN(Cc1ccc(F)cc1)C(=O)c1cccc(Cl)c1	40%[176 µM]
COc1ccc(S[C@]2(C(=O)N3CCCC3)CC(=O)N(c3ccc(OC)cc3)[C@@H]2c2ccc(OC)cc2)cc1	?
COCC(=O)Nc1nc2c(s1)C[C@@H]1[C@](C)(CO)[C@H](O)CC[C@@]1(C)[C@@H]2CC(=O)NCc1cccnc1	?
CCc1noc(C)c1C(=O)N1CC[C@@]2(O)CCN(S(C)(=O)=O)C[C@H]2C1	45%[activator]

Of the compounds above, 2 have fluorine:
Molecule	12-LOX inh
COCCNC(=O)CN(C(=O)CCC(=O)Nc1ccccn1)c1ccc(F)c(Cl)c1	-4%
CN(Cc1ccc(F)cc1)C(=O)c1cccc(Cl)c1	40%[176 µM]

The list continues.
Molecule	12-LOX inh
CC(C)=CCCC(C)C=O (stereo not drawn)	55%[activator][176 µM]
CON(C)C(=O)CC1Sc2ccc(Cl)cc2NC1=O (stereo not drawn)	6%
Cc1cc(=O)n(CC(=O)N[C@@H]2CCOC[C@H]2Oc2ccccn2)nc1C	30%
COc1ccccc1CC(=O)Nc1ccc2c3c(cccc13)CC2	?
COC(=O)c1c(C)[nH]c(C(=O)N2CCN(c3ccc(OC)cc3)CC2)c1C	-4%
CN(C)c1cc(=O)c2ccnc(Nc3ccccn3)c2o1	-10%[176 µM]
COCC1CN(C(C)=O)CC12CCN(C(=O)Cc1ccc(OC)cc1)CC2 (stereo not drawn)	-12%
Cc1oc2c(c1C(=O)N1CCOCC1)CN(C(=O)c1ccnn1C)CC2	-9%
Cc1ccc(NC(=O)N[C@@H]2C=C(C(=O)N[C@H](CC(C)C)C(N)=O)C[C@@H](O)[C@@H]2O)cc1	?
Cc1ccc(CN2CCC[C@H]2C(=O)N2CCCCCCNC(=O)CC2)s1	52%[activator]
C=CCC1(CO)CCCN(S(=O)(=O)c2ccccc2F)C1 (stereo not drawn)	22%
CS(=O)(=O)N(Cc1cccnc1)C1CN(C(=O)C2CCCCC2)C1	51%[activator]
O=C1Nc2ccc(/C=C/c3ccccc3)cc2C(=O)N2C[C@H](O)C[C@@H]12	14%[176 µM]
O=C(NC1CCCc2ccccc21)c1cc(Sc2cccc(Cl)c2)nc2ccccc12 (stereo not drawn)	2%
O=S(=O)(Nc1ccccc1F)c1ccc(-c2cnc(C3CC3)o2)cc1	6%
Cc1ccc(CN2C(=O)COC[C@H]2C(=O)Nc2cccc(C)c2)cc1	15%
O=C(COc1ncnc2c(Cl)cc(Cl)cc12)Nc1ccccc1F	-19%
Cc1cccc(NS(=O)(=O)c2cc(C(=O)Nc3ccc4oc(C)nc4c3)ccc2C)c1	14%
COC(=O)C1=C(C)N(C)C(=S)NC1c1ccc(C(C)C)cc1 (stereo not drawn)	?
CCOC(=O)C1=C(C)N=C2SC=C(CC(=O)NCC3CC3)N2C1c1ccccc1OC (stereo not drawn)	9%
NCCn1cc(C(=O)NC2C3CN4CCN(C3)CC2(c2ccccc2)C4)nn1 (stereo not drawn)	8%
COc1cccc(NC(=O)C(C)n2cnc3c2c(=O)n(C)c(=O)n3C)c1 (stereo not drawn)	-22%
CCn1c(-n2nc(C)c(C)c2C)nc2c1c(=O)n(Cc1ccccc1)c(=O)n2C	?
Cc1nc(CNC(=O)C2CCCN(C3CCCC3)C2)cc(=O)[nH]1 (stereo not drawn)	55%[activator]
O=C1NC(=NC2CCCC2)C2(CCN(Cc3cccnc3)C2)N1c1cc(F)cc(F)c1 (stereo not drawn)	0%[6.33 µM]
c1cnc2nc(-c3c[nH]c4ccccc34)[nH]c2c1	59%[activator][176 µM]
COCc1ccc2c(c1)c(OC(C)(C)C(=O)Nc1ccccn1)nn2Cc1ccccc1	10%[176 µM]
O=C(NCCc1ccc2c(c1)OCCO2)c1ccc(NC(=O)c2ccco2)cc1	11%
Cc1ccc(-c2nnc(Nc3ccccc3)c3ccccc23)cc1S(=O)(=O)NC(C)(C)CO	4%
Cc1cnc(C(=O)N2CCC(N3C[C@H](O)C[C@H]3C(=O)NC3CCCCC3)CC2)cn1	18%
C=CCNC(=O)N[C@H]1CO[C@H]2[C@@H]1OC[C@@H]2Nc1nccc(-c2ccc(OC)cc2)n1	85%[activator][176 µM]
CC(=O)NCCC(=O)N1CCC2(CC1)CC(NC(=O)NC(C)C)c1ccccc12 (stereo not drawn)	0%[6.33 µM]
CCC(C(=O)Nc1ccc(F)c(Cl)c1)n1nc(-c2ccccc2)ccc1=O (stereo not drawn)	?
CCOc1cc(/C=C/C(=O)c2ccc(Cl)cc2)cc(Cl)c1O	7.9µM*
COc1ccc(-c2nc(C3CC3)nc3c2CCN([S+](=O)([O-])c2cccc(OC)c2)CC3)cc1	?
COC(=O)C1=CN(C(C)C)C=C(C(=O)OC)C1c1ccc(C(F)(F)F)cc1	?

Shown with values ahead of the structure: part of the list above
12-LOX inh,mol
11%,O=C(NCCc1ccc2c(c1)OCCO2)c1ccc(NC(=O)c2ccco2)cc1
4%,Cc1ccc(-c2nnc(Nc3ccccc3)c3ccccc23)cc1S(=O)(=O)NC(C)(C)CO
18%,Cc1cnc(C(=O)N2CCC(N3C[C@H](O)C[C@H]3C(=O)NC3CCCCC3)CC2)cn1
85%[activator][176 µM],C=CCNC(=O)N[C@H]1CO[C@H]2[C@@H]1OC[C@@H]2Nc1nccc(-c2ccc(OC)cc2)n1
0%[6.33 µM],CC(=O)NCCC(=O)N1CCC2(CC1)CC(NC(=O)NC(C)C)c1ccccc12 (stereo not drawn)
?,CCC(C(=O)Nc1ccc(F)c(Cl)c1)n1nc(-c2ccccc2)ccc1=O (stereo not drawn)
7.9µM*,CCOc1cc(/C=C/C(=O)c2ccc(Cl)cc2)cc(Cl)c1O

(continued)
mol,12-LOX inh
CC(=O)N1C[C@@H]2CCCN3CCC[C@@H]([C@H]23)[C@H]1CCCC(=O)NCCCN1CCCCC1,82%[activator]
CC(C)(C)OC(=O)N1CC(NCc2cc(F)cc(F)c2)C1,12%[12.5 µM]
CC(C)CC(=O)N1CCC(NC(=O)c2ccc3ccccc3n2)CC1,?
Cc1nn(C)cc1S(=O)(=O)Nc1ccn(Cc2c(F)cccc2Cl)n1,-6%
CC(C)CN1C(=O)c2cccn2CC1C(=O)N1CCN(Cc2ccc3c(c2)OCO3)CC1 (stereo not drawn),7%
O=C1COc2ccc(OCC3CC3)nc2CN1Cc1ccccc1,1%[176 µM]
O=C(CCn1ncc(=O)c2ccccc21)N1CCCC1c1ccc2c(c1)OCCCO2 (stereo not drawn),5%
O=[S+]([O-])(Nc1ccccc1)c1ccc2c(c1)OCCN(Cc1cscn1)C2,-10%[176 µM]
CN(C(=O)c1ccc2cc[nH]c2c1)C1CCc2nn(C)c(=O)n2CC1 (stereo not drawn),43%[activator]
O=c1cc(-c2ccccc2F)oc2ccc(F)cc12,-12%
COc1cccc(CCC(=O)N2CC3CC(C2)[C@H]2CCCC(=O)N2C3)c1 (stereo partly drawn),26%
C[S+](=O)([O-])N1CC2(Cc3ccccc31)CN(C(=O)C1CCCC1)C2,15%[176 µM]
COc1ccccc1CC(=O)NCc1cccc(C(F)(F)F)c1,-28%
Cn1ccnc1CN1C[C@H]2CN(C(=O)NCc3ccccc3)CCN2C1=O,35%[activator][176 µM]
CN(Cc1cccnc1)c1nc2c(c(=O)[nH]1)CCN(Cc1ccc(F)c(Cl)c1)CC2,70%[activator]
O=C(c1cc2ccccc2oc1=O)N1CCc2ccccc2C1,-5%
N#Cc1ccc(/C=C/c2nc3ccccc3s2)cc1,5%
COc1ccc(-c2nnc(SCCS(=O)(=O)c3ccc(Cl)cc3)o2)cc1OC,-25%
COc1cccc(C2CCCN2C(=O)c2cn(Cc3ccc(F)cc3)nn2)c1 (stereo not drawn),68%[activator]
O=C(NCc1ccccn1)c1ccc(-c2ccc(N3CCCCC3)nc2)cc1,0%
COCC(=O)N(C1CCOCC1)C1CCN(S(=O)(=O)c2ccccc2C)CC1,4%
Cc1noc(-c2cccc(OC3CN(C(=O)CCCc4ccccc4)C3)c2)n1,-3%
Cc1cccc(CC(=O)N2CCC3(CC2)CC(OCC2CC2)CCO3)c1 (stereo not drawn),14%
Cn1nc(C(=O)NC2CCN(c3cc(-c4ccccc4)[nH]n3)CC2)c2ccccc21,53%[activator]
COc1ccc(Nc2cc(C)nc(Nc3ccc(NC(=O)CC(C)(C)C)cc3)n2)cc1,?
Cc1oc(-c2nc(C#N)c(NCCN(C)C)o2)cc1S(=O)(=O)N(C)Cc1ccccc1,25%
Nc1cc(F)ccc1C(=O)OCc1cccc(Cl)c1,-33%
COc1ccc(C(=O)NC2CCCc3c2[nH]c2c(Cl)cccc32)cc1OC (stereo not drawn),31%
COc1ccc(CNC(=O)N2CCCCCCNC(=O)CC2)cc1,16%
CC(C)N1CC[C@H](c2nc3ccc(C(F)(F)F)cc3[nH]2)C1,67%[activator][176 µM]
O[C@@H]1C[C@@H](c2nc(C3CC3)no2)N(Cc2ccc(OC(F)(F)F)cc2)C1,18%[176 µM]
CCCOc1nc2ccccc2nc1N1CCC(C(=O)NC(C)c2ccccc2)CC1 (stereo not drawn),3%
COc1ccc(Cn2c3c(c(=O)n2Cc2ccccc2)CCN(C(=O)Cc2cccc(F)c2)C3)cc1,11%
CC(C)[S+](=O)([O-])N1CC2(CN(Cc3ccc(Cl)cc3)C(=O)O2)C1,-5%[176 µM]
COCCC(=O)N1CCC(Oc2nccnc2N2CCc3ccccc32)C1 (stereo not drawn),23%
COc1ccc(C(=O)N2CCN(C(=O)c3cccs3)C[C@@H]2C(=O)N[C@H]2CCCNC2=O)cc1,0%
CCOC(=O)c1cccc(NC(=O)c2ncoc2-c2ccc(OC)cc2)c1,?
COc1ccc(C2(C(=O)NCCC3CCN(C(=O)Nc4ccc(C)cc4)CC3)CC2)cc1,2%
COc1cc2c(cc1OC)[C@@H]1CC(=O)[C@@H](CC(C)C)CN1CC2,0%
COc1ccc(N2CCN(C(=O)c3cc4c(s3)CCN(C(C)=O)C4)CC2)cc1,-3%
CCOc1ccc(NCc2cccn2-c2nnc(N3CCC(C(=O)NC4CC4)CC3)s2)cc1,-10%
COc1ncccc1C(=O)N1CCc2onc(-c3cccc4ccccc34)c2C1,24%
CCc1noc([C@@H]2CC(F)(F)CN2C(=O)Cn2nc(C)cc2C)n1,23%
CCOC(=O)C(N)c1ccc(Cl)cc1 (stereo not drawn),-53%
O=C(Nc1ccc(Cl)cc1)c1ccc2c(Cl)c3c(nc2c1)CCCC3,?
CNC(=O)N1CCC(C2CCN(C(=O)CCC3CCCC3)C2)CC1 (stereo not drawn),51%[activator]
O=C1CC2(CCN(Cc3cccnc3)CC2)Oc2ccccc21,11%[176 µM]
COc1ccc(NC(=O)N2CC[C@@]3(CCCN(C(=O)c4ccco4)C3)C2)cc1,3%[57.4 µM]
COC(=O)[C@@H]1Cc2ncn(C(C)C)c2CN1C(C)=O,31%[activator][176 µM]
Cn1ccnc1C(=O)N1CCCC1c1nncn1Cc1ccncc1 (stereo not drawn),11%

Remaining list, next part:
mol,12-LOX inh
COc1ccc(Cn2c(C(C)n3cccn3)n[nH]c2=O)cc1 (stereo not drawn),14%
Cc1cc(CSCC(=O)Nc2c(C)cccc2C)on1,0%
CCSCCn1nc(CC2CCNCC2)n(CC)c1=O,49%[activator]
N#Cc1cccc(-c2ccnc(N[C@H]3CO[C@H]4[C@@H]3OC[C@@H]4NC(=O)c3ccccc3)n2)c1,36%[176 µM]
CN(C)C[C@@H]1CN(c2ncccn2)C[C@H]1NC(=O)CCn1cccn1,45%[activator]
Cc1ccccc1OCC1CN(Cc2c[nH]c3ccccc23)C(=O)c2c(ccnc2-c2ccc(OCC(=O)O)cc2)O1 (stereo not drawn),15%
COc1cc(=O)n2c(c1C(=O)Nc1cccc(C(F)(F)F)c1)CCCC2,42%
CCN(Cc1nc(-c2ccccc2)no1)C(=O)Nc1ccccc1OC,4%
CN1CC2(CCN(Cc3ccc(-c4ccc(Cl)cc4)o3)C2)OC1=O (stereo not drawn),?
CC(=O)Oc1cccc(C(=O)Nc2ccc(-c3nc4ccccc4o3)cc2)c1,-26%
CN(C)CC(O)COc1ccc(-c2ccc(C#N)cc2)cc1 (stereo not drawn),17%
Cc1ccc(S(=O)(=O)N(CC(=O)N2CCc3ccccc3C2)Cc2c(F)cccc2Cl)cc1,-9%

A portion of the library, so the mix of outcomes need not match the whole.
